High-throughput results from PubChem.
Vif-A3G inh = Vif-A3G binding inhibition. HeLa A3G-eYFP + Vif (tagged APOBEC3G with the HIV-1 protein that degrades it), YFP fluorescence, overnight. Potency, µM (series often up to 46.1 µM), inactives show at the top dose activity, negative = active, usual class: inhibitors. 0.076% of 410,000 active. AID 602310;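 further: potency means the concentration at half of the fitted maximal effect; on the % scale 0 is the no-effect control and ±100 the full control effect; nearly all actives have a fitted effect of over 60% in size; hits raise eYFP signal because A3G escapes Vif-driven loss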
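Read-out is eYFP fluorescence (Ex 488/Em 500-530) from Vif-expressing HeLa A3G-eYFP cells; more signal means A3G escaped Vif-mediated degradation. Cells plated overnight, compound pinned in, incubated overnight at 37 deg C.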
TrxR1 substrate = is turned over as a substrate by rat TrxR1. purified TrxR1 substrate turnover, NADPH consumption readout. 0.01% of 390,000 active. Potency, µM (highest dose often 114 µM), for inactives: at the top dose activity change, negative = substrate turnover. AID 588456. O89049; further: potency means the concentration at half of the fitted maximal effect; on the % scale 0 is the no-effect control and ±100 the full control effect; nearly all actives have a fitted effect of over 50% in size
Target sequence (O89049 whole entry, looked up): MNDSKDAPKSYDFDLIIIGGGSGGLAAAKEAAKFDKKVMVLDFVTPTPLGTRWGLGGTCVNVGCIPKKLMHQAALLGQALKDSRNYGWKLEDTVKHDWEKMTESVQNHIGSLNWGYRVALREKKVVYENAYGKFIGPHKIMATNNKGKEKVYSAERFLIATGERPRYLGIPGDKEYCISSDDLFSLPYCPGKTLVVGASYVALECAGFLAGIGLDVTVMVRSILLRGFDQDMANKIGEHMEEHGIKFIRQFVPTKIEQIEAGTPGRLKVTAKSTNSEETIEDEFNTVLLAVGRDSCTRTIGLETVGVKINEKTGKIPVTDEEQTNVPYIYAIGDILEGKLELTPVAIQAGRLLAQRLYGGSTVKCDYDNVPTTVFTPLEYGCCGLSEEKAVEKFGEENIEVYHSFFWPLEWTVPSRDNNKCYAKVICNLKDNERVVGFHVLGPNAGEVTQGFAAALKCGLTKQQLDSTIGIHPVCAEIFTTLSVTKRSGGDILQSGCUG
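Rat TrxR1, dispensed at 90 nM, was prereduced with 400 uM NADPH (final) for 5 min at ~22 deg C, then incubated with compound 15 min before 400 uM selenite. A first-read NADPH fluorescence drop versus no-compound background flagged substrates.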
TrxR1 inh = blocks rat thioredoxin reductase 1. recombinant rTrxR1, NADPH fluorescence consumption, selenite substrate. 1% of 390,000 active. AID 588453. O89049. Potency, µM (titrated, usually from 114 µM), for inactives: at the highest dose activity change, negative = inhibition, most hits filed as inhibitors; further: potency means the concentration at half of the fitted maximal effect; on the % scale 0 is the no-effect control and ±100 the full control effect; nearly all actives have a fitted effect of over 65% in size
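Rat TrxR1 (90 nM in the dispensed reagent) was pre-reduced with 400 uM NADPH for 5 min at room temperature, then incubated with compound for 15 min. After 400 uM selenite was added, NADPH fluorescence (Ex 340/Em 450 nm) was followed for 8 min.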
USP1 inh = inhibitors of human USP1/UAF1 deubiquitinase; Potency, µM (series often up to 57.1 µM), without a hit: top-dose activity change, negative = inhibition, hits mostly inhibitors; 0.23% of 390,000 active; O94782; recombinant USP1/UAF1, Ub-Rhodamine cleavage fluorescence; further: potency means the concentration at half of the fitted maximal effect; on the % scale 0 is the no-effect control and ±100 the full control effect; nearly all actives have a fitted effect of over 60% in size; inactives centre near -12
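USP1/UAF1 complex (1 nM) preincubated 15 min at room temperature with compound, then Ub-Rho substrate (150 nM final) added. Kinetic fluorescence at 480/540 nm over 6 reads at 60 s intervals; 50 mM HEPES pH 7.8, 0.5 mM EDTA, 0.1 mg/ml BSA, 1 mM TCEP, 0.01% Tween-20.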
mIDH1 inhibitor = human IDH1 R132H inhibition. O75874. IDH1-R132H enzyme, NADPH consumption, diaphorase/resazurin fluorescence. Potency, µM (titrated, usually from 76.6 µM), without a hit: at the top dose activity change, negative = inhibition, most hits filed as inhibitors. 0.093% of 390,000 active; further: potency means the concentration at half of the fitted maximal effect; on the % scale 0 is the no-effect control and ±100 the full control effect; nearly all actives have a fitted effect of over 65% in size
Target sequence (O75874 whole entry R132H, stated change not applied): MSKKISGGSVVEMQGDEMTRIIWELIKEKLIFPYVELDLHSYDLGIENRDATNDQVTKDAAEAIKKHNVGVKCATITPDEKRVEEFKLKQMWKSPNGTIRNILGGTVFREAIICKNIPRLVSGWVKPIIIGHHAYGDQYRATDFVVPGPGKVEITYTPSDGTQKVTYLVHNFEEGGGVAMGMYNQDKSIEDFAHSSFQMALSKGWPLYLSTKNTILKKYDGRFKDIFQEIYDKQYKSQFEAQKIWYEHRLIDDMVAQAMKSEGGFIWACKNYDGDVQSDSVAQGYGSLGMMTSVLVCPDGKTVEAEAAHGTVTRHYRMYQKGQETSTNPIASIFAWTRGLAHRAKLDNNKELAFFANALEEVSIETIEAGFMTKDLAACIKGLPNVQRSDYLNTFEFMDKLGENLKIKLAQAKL
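IDH1-R132H (0.5 ug/mL) preincubated 30 min with compound, then NADPH (0.016 mM) and alpha-KG (2 mM) added; 80 min at RT, pH 7.5. Remaining NADPH coupled via diaphorase/resazurin to fluorescence (540/590 nm); concentration-response curves normalized to no-enzyme control.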
Glioma ERSR ind = inducers of ER stress response in human glioma cells. U87-MG GRP78 promoter luciferase reporter, 16 h. AID 602332. 0.02% of 420,000 active. Potency, µM, for inactives: top-dose activation, usual class: activators; further: potency means the concentration at half of the fitted maximal effect; series mostly up to about 76 µM; % of control where 0% means no effect; nearly all actives have a fitted effect of over 35% in size
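Stably transfected U87-MG glioma cells carrying a GRP78-based luciferase sensor; 16 h compound incubation. Luminescence end-point read 10 min after Bright-Glo addition at room temperature.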
RGS4 inhibitor = blocks human RGS4-accelerated GTP hydrolysis. P49798. Transcreener GDP fluorescence polarization, RGS4-accelerated GTP hydrolysis. Potency, µM (top dose mostly 114 µM), for the others: at the top dose activity change, negative = inhibition, usual class: inhibitors. 0.039% of 390,000 active. AID 504845; further: potency means the concentration at half of the fitted maximal effect; on the % scale 0 is the no-effect control and ±100 the full control effect; nearly all actives have a fitted effect of over 75% in size; some results filed as inactive show a strong effect at the top dose
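MLSMR compounds (23 nl, pin-transferred) preincubated 10 min at room temperature with a 500nM (2x) first reagent, then RGS4 at 900nM (2x) plus Transcreener GDP mix added; fluorescence polarization (620/688 nm) read before and after 90 min at 30 °C.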
Vif-A3F inh = blocks the Vif interaction with APOBEC3F; HeLa A3F-eYFP + Vif (tagged APOBEC3F with the HIV-1 protein that degrades it), YFP fluorescence increase; Potency, µM (series often up to 46.1 µM), for inactives: at the highest dose activity, negative = active; 0.2% of 390,000 active; AID 602313; further: potency means the concentration at half of the fitted maximal effect; % of control where 0% means no effect; nearly all actives have a fitted effect of over 65% in size
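HeLa cells stably expressing A3F-eYFP plus Vif, plated and incubated overnight at 37 deg C, then exposed to compounds overnight at 37 deg C. Blocked degradation read as raised yellow fluorescence (Ex 488/Em 500-530).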
LDHA inh = inhibitors of human lactate dehydrogenase A | purified LDHA, NADH/diaphorase-resazurin fluorescence; hits give low values | activity change, % (values are at about 110 or 230 µM) | 0.15% of 480,000 active; in the data active means activity change below about -30%; inconclusive means mostly about -25% to -30%;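 further: plate controls were DMSO wells for no effect and wells without enzyme for full effect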
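Remaining NADH was detected by diaphorase (0.133 mg/mL) converting 37 µM resazurin to fluorescent resorufin, read at 0 and 20 minutes. The preceding 5-minute room-temperature reaction used 2 nM LDHA, 0.2 mM sodium pyruvate and 0.06 mM NADH at pH 7.4.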
Numbers without * were called inactive; ? = inconclusive; . = not tested or not shown; [ ] = another dose, or the depositor's remark. Unless noted, the call rests on the fitted dose curve; in most records, active means well fitted curve in the direction sought with a large enough effect; inconclusive means small, poorly fitted or top-dose-only effect, or another doubt; inactive means no such curve, though single readings can be large; an effect the other way counts as inactive or inconclusive. An excerpt (hit frequency here may not be typical).

#	SMILES	Vif-A3G inh	TrxR1 substrate	TrxR1 inh	USP1 inh	mIDH1 inhibitor	Glioma ERSR ind	RGS4 inhibitor	Vif-A3F inh	LDHA inh
1	C[C@H](CO)N1C[C@H](C)[C@@H](CN(C)S(=O)(=O)c2cccs2)Oc2ccc(NC(=O)Nc3ccccc3)cc2C1=O	-1.8%	7.5%	10.5%	-16.7%	-7.4%	-0.7%	-0.3%	-0.2%	2.3
2	O=C(Oc1ccccc1C(=O)N1CCOCC1)c1cccc(Br)c1	0.7%	1.0%[57.1 µM]	-5.0%[57.1 µM]	1.7%	1.3%	-2.1%	-12.1%	-12.0%	-4.0
3	CCc1noc(N)c1C(=O)Nc1ccc(Cl)cc1	0.4%	2.0%	14.1%	-15.5%	-0.7%	2.0%	12.8%	-7.1%	-5.8
4	Cc1c(CC(=O)O)c(=O)oc2cc3occ(-c4ccc(F)cc4)c3cc12	1.1%	12.9%[57.1 µM]	8.6%	-13.8%	-2.8%	1.3%	12.7%	6.7%	-42.1*
5	COCCN(C(=O)CCC(=O)Nc1ccccn1)C(C(=O)NC(C)(C)C)c1ccc(OC)cc1 (stereo unspecified)	-8.6%	4.7%[57.1 µM]	16.4%[0.0914 µM]	-6.6%	-12.7%	-2.0%	-9.6%	-5.5%	-10.7
6	COc1ccc(Cl)cc1NC(=O)CN(C)CC(=O)Nc1ccc(C)cc1Br	-5.5%	10.0%[57.1 µM]	20.2%[57.1 µM]	-6.4%	4.7%	-1.6%	-1.0%	?	-2.8
7	CCCc1cc(=O)[nH]c(SCC(=O)N2CCN(c3ccccc3OC)CC2)n1	.	2.8%	14.7%	-24.6%	.	.	0.6%	.	1.6
8	COc1ccccc1CCNC(=O)c1cccc(NC(=O)CC2SC(N3CCCCC3)=NC2=O)c1 (stereo unspecified)	-4.0%	5.9%	15.7%	-16.7%	7.4%	-1.7%	-28.7%	1.9%	-1.6
9	Cc1ccc(-n2nc(C)c(C(=O)NCCCN3CCN(c4cccc(Cl)c4)CC3)c2-n2cccc2)cc1	1.3%	4.9%	62.0%[activator]	2.8%	13.3%	-2.4%	14.1%	1.1%	0.4
10	O=C(O)CCCN1C(=O)C2C3CC(C2C1=O)C1C(c2ccccc2)c2sc(=O)n(-c4ccccc4)c2SC31 (stereo unspecified)	-3.1%	0.2%	-3.3%	-22.7%	-14.4%	1.6%	-16.1%	-2.1%	-0.4
11	COc1ccc(NC(=S)NC2CCCC2)c(OC)c1	-0.5%	-7.2%	1.7%[57.1 µM]	2.7%	11.5%	2.5%	12.6%	-6.1%	-2.9
12	Cc1ccc(C(=O)N2CCN(c3ncccn3)CC2)o1	1.7%	-3.5%	-20.6%	-6.7%	5.0%	-0.3%	-6.0%	0.9%	-2.3
13	COc1cc2c(cc1OC)CN(CC(=O)NC(=O)NCc1ccccc1)CC2	3.3%	3.8%	11.2%	-27.3%	5.8%	-2.0%	-14.9%	16.5%	-2.0
14	O=C(NC(O)C(=O)c1ccccc1)c1cccs1 (stereo unspecified)	0.5%	1.2%	3.3%	?	-0.9%	-3.9%	-7.6%	?	-19.0
15	CC1(C)OC(=O)C2=C(CC(c3ccccc3)OC2CCc2ccccc2)O1 (stereo unspecified)	-0.1%	.	.	-20.0%	13.2%	-2.0%	.	-6.1%	2.9
16	CCN(CCCNC(=O)CC1Oc2ccc(C)cc2NC1=O)Cc1ccccc1 (stereo unspecified)	-4.5%	1.5%	-8.8%	-18.0%	-8.0%	1.0%	4.1%	1.9%	-9.9
17	CCN(CC)S(=O)(=O)c1ccc(OC)c(NC(=O)c2ccc(=O)[nH]c2)c1	0.0%	6.0%	16.0%	0.2%	0.0%	-1.6%	10.6%	6.8%	-16.4
18	Cc1nn(-c2ccccc2)c(N2CCCCC2)c1/C=N/NC(=O)c1ccncc1	1.5%	-2.8%	6.0%[57.1 µM]	-13.3%	-3.7%	-3.9%	-18.3%	2.1%	-5.9
19	O=C(NNC(=S)Nc1ccc(F)cc1F)c1ccco1	-3.0%	10.4%	26.3%	-32.4%	9.6%	17.5%	-1.9%	-2.7%	-3.2
20	CC1(C)CC2(OC2c2ccccc2[N+](=O)[O-])C(=O)c2ccccc21 (stereo unspecified)	-12.0%	.	.	-23.9%	1.8%	-3.4%	.	1.2%	-3.7
21	CS(=O)(=O)N(CC(=O)N1CCN(c2ccccc2)CC1)C1CCCCC1	-0.6%	8.3%[57.1 µM]	3.0%[57.1 µM]	-17.9%	2.5%	-2.6%	?	-2.5%	4.9
22	COc1cccc(-c2nn(-c3ccc(C)cc3)cc2C(=O)NCC2CCCO2)c1 (stereo unspecified)	-0.6%	10.9%	28.9%	-8.4%	1.6%	-2.7%	1.5%	3.9%	2.5
23	CNC1(c2nnnn2-c2ccccc2C)CCOC(C)(C)C1 (stereo unspecified)	0.6%	3.0%	22.7%	-19.5%	-1.6%	-4.0%	-5.2%[11.4 µM]	-1.9%	-4.4
24	COc1ccc(-c2c(C)c3ccc(O)c(CN4CCCC(C)C4)c3oc2=O)cc1OC (stereo unspecified)	-4.2%	73.4%[activator][57.1 µM]	26.4%[57.1 µM]	7.9%	11.2%	-2.4%	14.0%	3.5%	2.3
25	CCc1cc(OCCN2C(=O)NC(C)(C)C2=O)ccc1Cl	-3.7%	1.8%	13.7%	-16.4%	4.9%	-3.6%	-2.1%	-6.0%	0.0
26	COc1cc2c(cc1OC)CN(C(=O)CSc1n[nH]c(N)n1)CC2	0.8%	0.2%	-8.1%	-12.5%	2.8%	-1.9%	-38.3%	1.3%	0.7
27	O=C1c2ccccc2[C@@H]2C[C@@H](O)[C@H](Nc3cccc(Cl)n3)CCN12	-0.7%	10.1%	22.2%	-19.3%	0.3%	-2.7%	3.6%	4.3%	0.8
28	Cc1cnc([N+](=O)[O-])n1CCOC(=O)c1cccc(F)c1	4.2%	1.5%[57.1 µM]	3.5%[57.1 µM]	-13.3%	2.4%	-2.7%	-7.8%	-1.0%	-2.4
29	O=C(NC1CCN(Cc2ccccc2)CC1)c1cccc(Br)c1	2.5%	-15.5%[57.1 µM]	27.2%[57.1 µM]	-17.1%	9.2%	-1.4%	-8.7%	8.1%	0.2
30	Nc1cc(S(=O)(=O)N2CCCCC2)ccc1Oc1ccccc1	2.4%	-6.4%	22.5%	-20.7%	-1.6%	-0.4%	-21.6%[56.9 µM]	9.2%	-1.6
31	O=C(COC(=O)c1cc2ccccc2cc1O)NC(=O)NCc1ccco1	0.3%	1.6%[57.1 µM]	14.3%[57.1 µM]	-7.4%	-2.2%	-2.1%	?	?	3.9
32	CCOC(=O)c1c(-c2ccc(C)cc2C)csc1NC(=O)CSc1nnnn1C	-0.9%	-14.3%	-2.9%	?	4.0%	-0.1%	-21.8%	-8.6%	0.8
33	CCOC(=O)c1c(C)c(C(=O)N2CCCCCC2)c(C)n1CC	3.0%	7.3%	16.8%	4.4%	5.6%	-1.7%	14.7%	-9.9%	2.9
34	Cc1nc(N2CCC(C)CC2)c2c(C)c(C(=O)Nc3ccc(C)c(F)c3)sc2n1	-11.6%	11.9%	20.0%	-2.4%	0.4%	0.4%	11.3%	4.3%	-6.9
35	COc1cc(/C=N/NC(=O)c2cccc([N+](=O)[O-])c2)ccc1OC(=O)c1ccco1	-0.2%	-1.9%[57.1 µM]	13.1%[57.1 µM]	-4.8%	-6.4%	1.2%	?	8.2%	-4.1
36	O=C(C(c1ccccc1)c1ccccc1)N1CCN(Cc2ccccn2)CC1	-4.8%	10.8%[57.1 µM]	14.1%[57.1 µM]	-14.9%	-0.4%	-1.9%	-6.3%	-9.2%	-16.5
37	COc1ccc(C2SCC(C(=O)O)N2C(C)=O)cc1 (stereo unspecified)	2.0%	3.6%	12.4%	-6.8%	-2.6%	-9.8%	-13.8%	-0.8%	-4.0

Looked up above:
CS(=O)(=O)N(CC(=O)N1CCN(c2ccccc2)CC1)C1CCCCC1 in Vif-A3G inh → -0.6%
CCCc1cc(=O)[nH]c(SCC(=O)N2CCN(c3ccccc3OC)CC2)n1 in TrxR1 inh → 14.7%
Cc1cnc([N+](=O)[O-])n1CCOC(=O)c1cccc(F)c1 in USP1 inh → -13.3%
C[C@H](CO)N1C[C@H](C)[C@@H](CN(C)S(=O)(=O)c2cccs2)Oc2ccc(NC(=O)Nc3ccccc3)cc2C1=O in TrxR1 inh → 10.5%

LDHA inh: hit marks shown above.
| No. | mol | Vif-A3G inh | TrxR1 substrate | TrxR1 inh | USP1 inh | Glioma ERSR ind | RGS4 inhibitor | Vif-A3F inh | LDHA inh |
| --- | --- | --- | --- | --- | --- | --- | --- | --- | --- |
| 4 | Cc1c(CC(=O)O)c(=O)oc2cc3occ(-c4ccc(F)cc4)c3cc12 | 1.1% | 12.9%[57.1 µM] | 8.6% | -13.8% | 1.3% | 12.7% | 6.7% | -42.1* |
